# CHT inh – human CHT choline transport inhibition. B-score at 10 µM. Q9GZV3. 0.86% of 310,000 active. CHT-expressing cells, membrane potential dye, choline response; hits give low values. AID 488975;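 active = B-score over 3 SD under the library average, and starting fluorescence ratio not unusually high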;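 note: choline stimulus applied at its EC90 after an EC20 pre-addition; B-score computed on integrated fluorescence ratio after choline addition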
# Target sequence (Q9GZV3 whole entry, looked up): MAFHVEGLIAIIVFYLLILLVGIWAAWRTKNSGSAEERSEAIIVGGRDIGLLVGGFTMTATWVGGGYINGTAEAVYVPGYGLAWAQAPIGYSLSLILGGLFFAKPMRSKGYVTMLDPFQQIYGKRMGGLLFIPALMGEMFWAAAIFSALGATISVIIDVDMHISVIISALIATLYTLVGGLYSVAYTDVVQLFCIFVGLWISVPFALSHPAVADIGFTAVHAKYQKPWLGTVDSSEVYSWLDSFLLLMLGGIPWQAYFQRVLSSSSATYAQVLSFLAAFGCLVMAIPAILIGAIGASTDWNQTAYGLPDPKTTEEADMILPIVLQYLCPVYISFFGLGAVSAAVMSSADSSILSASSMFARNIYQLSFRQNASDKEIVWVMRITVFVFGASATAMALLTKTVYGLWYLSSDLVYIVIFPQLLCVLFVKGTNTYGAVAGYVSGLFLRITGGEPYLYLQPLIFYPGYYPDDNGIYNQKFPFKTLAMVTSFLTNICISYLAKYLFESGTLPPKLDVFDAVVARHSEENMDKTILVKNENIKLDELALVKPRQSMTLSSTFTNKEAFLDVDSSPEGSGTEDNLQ
# Kir21 inh – blocks the mouse Kir2.1 inward-rectifier potassium channel; P35561; HEK293-Kir2.1, FluxOR thallium flux fluorescence; hits give low values; B-score at 10 µM; 0.85% of 310,000 active;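 active = fluorescence ratio B-score at or below minus 3 SD of library scores, with starting-brightness B-score within 2 SD, cut at about -4.2 in these data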;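 note: channel flux triggered by added potassium and thallium sulfate stimulus; B-score of peak minus minimum fluorescence over baseline after thallium stimulus; more negative B-score means stronger Kir2.1 block with less thallium influx; some compounds called inactive have numbers as strong as hits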
# Target sequence (P35561 whole entry, looked up): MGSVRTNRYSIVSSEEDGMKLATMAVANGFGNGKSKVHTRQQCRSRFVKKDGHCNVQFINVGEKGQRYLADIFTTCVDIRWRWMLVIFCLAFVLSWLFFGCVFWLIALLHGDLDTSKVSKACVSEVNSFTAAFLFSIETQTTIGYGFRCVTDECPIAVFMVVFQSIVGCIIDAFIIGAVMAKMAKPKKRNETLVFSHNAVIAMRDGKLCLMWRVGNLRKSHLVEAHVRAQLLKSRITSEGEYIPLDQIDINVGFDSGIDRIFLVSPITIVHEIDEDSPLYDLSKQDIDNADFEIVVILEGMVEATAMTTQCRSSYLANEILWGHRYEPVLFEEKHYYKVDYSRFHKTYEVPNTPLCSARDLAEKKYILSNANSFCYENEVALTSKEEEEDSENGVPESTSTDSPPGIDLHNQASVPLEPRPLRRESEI
# Starred values were filed as active, the others as inactive; i = inactive; / = no result given.
SMILES,CHT inh,Kir21 inh
COc1nc(Cc2ccc(Cl)cc2)nc2ccccc12,i,1.5
Nc1ccccc1Oc1c(F)c(F)c(Oc2ccccc2N)c(F)c1F,i,1.4
Cc1ccc(NC(=S)NC2CCSc3ccccc32)cc1 (stereo not given),i,-1
Cc1ccc(C2=NN(C(=O)c3ccccc3F)C(c3ccccc3F)C2)cc1 (stereo not given),i,0
COc1ccc2c(c1)C(c1cccs1)=NNC(c1cccnc1)=N2,i,-0.01
CC(=O)Nc1ccc(OCCOc2ccc(/C=C3\C(=N)N4N=C(C)SC4=NC3=O)cc2)cc1,i,-1.1
COC(=O)Cn1c(C)nc2ccccc21,i,0.87
Cc1nnc(NC(=O)c2cccc(Br)c2)s1,i,1.1
COc1ccc(Cc2nc3c4c(ncn3n2)Oc2ccc3ccccc3c2C4c2ccc(OC)c(OC)c2)cc1 (stereo not given),i,-0.13
Cc1cc(C)cc(C(=O)N2CCN=C2c2ccccc2)c1,i,-2.3
COCc1c(C(=O)NC2CCCCCC2)oc2ccccc12,i,0.83
Cc1cccc(C(=O)Oc2ccc(/C=N/NC(=O)c3cc(O)cc(O)c3)cc2)c1,i,-0.68
COc1cc2ncc(S(=O)(=O)c3ccccc3)c(N3CCC4(CC3)OCCO4)c2cc1OC,i,0.32
COc1cccc2c1CCC(NC(C)=O)C2=O (stereo not given),i,1.4
CC1=C(C(=O)OC(C)C)C2(O)C(=O)c3ccccc3C2(O)N1 (stereo not given),i,-0.04
COc1ccccc1N(C(=O)CNS(=O)(=O)c1ccccc1)C(C(=O)NCc1ccco1)C(C)C (stereo not given),/,-0.97
CN(C)S(=O)(=O)c1ccc2c(c1)Cc1cc(S(=O)(=O)N(C)C)ccc1-2,i,1.3
CC(Nc1[nH]c(=O)n(C)c(=O)c1N=O)c1ccccc1 (stereo not given),i,-2.5
Cc1cc(NC(=O)C2CCCCC2)nc2c1c(=O)oc1ccccc12,i,1.3
COc1ccc(C(CNC(=O)C(CCSC)NC(=O)c2ccccc2OC)N2CCCCC2)cc1 (stereo not given),i,-0.34
CC(Oc1cccc(Cl)c1)C(=O)Nc1cc(S(=O)(=O)N2CCOCC2)ccc1N1CCCCC1 (stereo not given),i,2.4
COc1ccc(Cc2nnc(Nc3ccc(C)cc3C)[nH]c2=O)cc1,i,1.7
Cc1nc2ccccc2c2c1CC(C)S2 (stereo not given),i,-1.6
CNCc1ccccc1Sc1ccc(OC)c(OC)c1,i,-0.06
CC(=O)OC(COc1ccccc1)Cn1cnc2cc(C)c(C)cc21 (stereo not given),i,1.2
CN1CCC(=NNC(=O)c2ccco2)CC1,i,2.6
O=C(NCCc1ccc(Cl)cc1)c1cccc(NC2=NC3CS(=O)(=O)CC3S2)c1 (stereo not given),i,-3
CCOP(=O)(OCC)C(C)(C)NC(=O)c1cc([N+](=O)[O-])cc([N+](=O)[O-])c1,i,0.48
N#Cc1sc(=O)[nH]c1Cl,i,-0.42
Cc1cc(=O)oc(C)c1C(=O)OCC(=O)c1ccc(Cl)c(Cl)c1,i,0.75
Cc1nc(Nc2ccc3c(c2)OCO3)c2oc3ccccc3c2n1,i,-0.16
CC(C)CCn1c(CN(C)Cc2ccccc2)nc2c1c(=O)n(C)c(=O)n2C,-5.2*,-3.9
O=C(c1ccco1)c1cc2c(ccc3ccccc32)oc1=O,i,-0.04
CC(C)NC(=O)C1CC(=O)N(c2ccc(F)c(Cl)c2)C1 (stereo not given),i,2.4
CC(=O)Nc1ccc(S(=O)(=O)Nc2ncccn2)cc1,i,-0.04
COc1ccc(N(C(=O)c2ccco2)C(C(=O)NC2CCCC2)c2ccc(OC)c(OC)c2)cc1 (stereo not given),i,-1.3
Cc1ccc(S(=O)(=O)N(CCC#N)CCN2CCCC2)cc1,i,-0.02
Cc1cc(=O)oc(C)c1C(=O)N[C@@H]1CCCCNC1=O,i,-0.97
CCN(CC)Cc1c(O)c(Cl)cc2c(C)cc(=O)oc12,/,-0.54
COc1ccc(C(=O)n2nc(C)cc2C)cc1Br,i,1.4
CCN(CC(=O)NC1CCS(=O)(=O)C1)S(=O)(=O)c1ccc(C)cc1C (stereo not given),i,0.52
CCn1c(SCC(=O)NC2CCCC2)nc2c1c(=O)n(C)c(=O)n2C,i,1.6
Cc1c(NC(=O)CSc2nnnn2Cc2ccccc2)c(=O)n(-c2ccccc2)n1C,i,-0.32
COc1ccc(CCN(Cc2cc3cc(C)ccc3[nH]c2=O)C(=O)N2CCCC2)cc1OC,i,0.01
Nc1nc(SCc2c(F)cccc2Cl)[nH]c(=O)c1-c1ccccc1,i,0.54
COc1cccc(C(=O)Nc2ccc3c(c2)OCO3)c1OC,i,-0.64
COc1ccccc1NS(=O)(=O)c1cccc(C(=O)NNC(=O)C(NC(N)=O)C(C)C)c1 (stereo not given),i,-0.38
COc1cccc(NC2=C(C#N)C(=O)NC(c3cccc(OC)c3O)S2)c1 (stereo not given),i,0.87
Cc1cc(C)[n+](-c2ccc(F)cc2)c2[nH]c(=O)[nH]c(=O)c12,i,-0.32
Cc1ccc(-n2nc(C)c3onc(C)c3c2=O)cc1,i,1.9
COc1ccc(Br)cc1CNC(=O)CCC(=O)N1CCSc2ccccc21,i,-0.4
O=C(Nc1cccc(NC(=O)c2cccs2)c1)c1ccc([N+](=O)[O-])o1,i,0.18
COC(=O)CNC(=O)c1ccc(=O)oc1,i,-1.3
CCCCn1c(N)c(N(CC(C)C)C(=O)c2cccc(S(=O)(=O)N3CCN(C(C)=O)CC3)c2)c(=O)[nH]c1=O,i,-1.8
O=C(COC(=O)c1cc2ccccc2o1)c1ccccc1,i,0.46
Cc1ccc(C(=O)CN2C(=O)C(C)Oc3ccccc32)cc1 (stereo not given),i,3.3
Cc1c(C(=O)Nc2nc3ccccc3[nH]2)cccc1[N+](=O)[O-],i,1.8
NC(=O)c1cc(N)ccc1N1CCCC1,i,0.31
O=C(Cn1nnc(N2CCCC2)n1)N/N=C/c1ccc(Cl)cc1,i,-0.95
Cc1nn(-c2ccccc2)c(Cl)c1/C=N/Nc1ccc(S(=O)(=O)Nc2ccccc2C(=O)O)cc1[N+](=O)[O-],i,1.8

# Other records:
SMILES,CHT inh,Kir21 inh
CCOC(=O)c1c(NC(=S)Nc2ccccc2)sc2c1CCN(CCc1ccccc1)C2,i,/
COc1cccc(-c2cc(C(=O)Nc3ccn(Cc4ccc(C)cc4)n3)no2)c1,i,-1.5
COc1ccc(S(=O)(=O)NC(C)C)cc1C(=O)N1CCOCC1,i,2.1
C=CCc1ccccc1OCC(O)Cn1ccnc1C (stereo not given),i,-0.29
Cc1cccc(C(=O)NNC2=CC(=O)CC(C)(C)C2)c1O,i,0.06
COC(=O)c1ccc(N=NNc2ccccc2)cc1,i,-1.1
COc1ccc(C(C(=O)NC2CCCC2)N(C(=O)Cc2cccs2)C2CC2)cc1OC (stereo not given),i,-0.19
COc1ccc(-n2nc(C(=O)NCC(=O)N3CCOCC3)c3ccccc3c2=O)cc1OC,i,-0.36
CCOC(=O)N1CCC(NC(=O)C2CCN(S(=O)(=O)c3cnc[nH]3)CC2)CC1,i,1.5
CCCn1nc(Oc2nc(N(C)C)nc(N(C)C)n2)ccc1=O,i,0.15
O=C(CC1OC(=O)c2ccccc21)NC1CCCCC1 (stereo not given),i,-0.07
C=CCOc1ccc2c(OC)c3ccoc3nc2c1OC,i,1.9

# Ordered by molecular weight (lowest first): 15 of the compounds above
SMILES,CHT inh,Kir21 inh
COC(=O)CNC(=O)c1ccc(=O)oc1,i,-1.3
COC(=O)c1ccc(N=NNc2ccccc2)cc1,i,-1.1
C=CCOc1ccc2c(OC)c3ccoc3nc2c1OC,i,1.9
CC(C)NC(=O)C1CC(=O)N(c2ccc(F)c(Cl)c2)C1 (stereo not given),i,2.4
COc1cccc(C(=O)Nc2ccc3c(c2)OCO3)c1OC,i,-0.64
Cc1ccc(NC(=S)NC2CCSc3ccccc32)cc1 (stereo not given),i,-1
Nc1nc(SCc2c(F)cccc2Cl)[nH]c(=O)c1-c1ccccc1,i,0.54
Cc1ccc(C2=NN(C(=O)c3ccccc3F)C(c3ccccc3F)C2)cc1 (stereo not given),i,0
CN(C)S(=O)(=O)c1ccc2c(c1)Cc1cc(S(=O)(=O)N(C)C)ccc1-2,i,1.3
COc1cccc(-c2cc(C(=O)Nc3ccn(Cc4ccc(C)cc4)n3)no2)c1,i,-1.5
CCOP(=O)(OCC)C(C)(C)NC(=O)c1cc([N+](=O)[O-])cc([N+](=O)[O-])c1,i,0.48
Cc1cccc(C(=O)Oc2ccc(/C=N/NC(=O)c3cc(O)cc(O)c3)cc2)c1,i,-0.68
CCOC(=O)N1CCC(NC(=O)C2CCN(S(=O)(=O)c3cnc[nH]3)CC2)CC1,i,1.5
COc1ccc(C(C(=O)NC2CCCC2)N(C(=O)Cc2cccs2)C2CC2)cc1OC (stereo not given),i,-0.19
CC(Oc1cccc(Cl)c1)C(=O)Nc1cc(S(=O)(=O)N2CCOCC2)ccc1N1CCCCC1 (stereo not given),i,2.4

# Carrying on:
SMILES,CHT inh,Kir21 inh
COC(=O)c1ccc2c(c1)C(=O)/C(=C/c1ccc(O)cc1)O2,i,0.5
CS(=O)(=O)Nc1ccc(C2=NN(S(C)(=O)=O)C(c3ccccc3)C2)cc1 (stereo not given),i,-0.71
O=C(OCC(=O)c1ccco1)c1ccc2ncsc2c1,i,0.08
O=C(CCC(=O)Nc1ccccc1)NCCO,i,0.28
Cc1nc(Nc2ccc(Cl)cc2Cl)sc1C(=O)Nc1ccccc1,i,-0.52
Cc1onc(-c2c(F)cccc2Cl)c1C(=O)Nc1sc2c(c1C(N)=O)CCC2,i,-0.01
COc1ccc2[nH]c3c(=O)n(CCCCC(=O)NCCC(C)C)c(=S)[nH]c3c2c1,i,1
c1ccc2c(c1)nc1n2CCN1CCNC1CCCCC1,i,-1
Cc1cccc(CCNC(=O)CCS(=O)(=O)c2ccc(Br)cc2)c1,i,-0.71
OC1(c2ccc(F)cc2)CCN(Cc2nnnn2Cc2cccs2)CC1,i,0.13
CCOc1cc(NC(=O)c2ccccn2)c(OCC)cc1NC(=O)c1cccc(C)c1,i,0.53
O=C(NCc1n[nH]c(=S)n1-c1cccc(Cl)c1)c1ccc(S(=O)(=O)N2CCCC2)cc1,i,0.04
O=C(CCc1ccccc1)Nc1cc2c3c(c1)CC(=O)N3CCC2,i,1.4
CCOC(=O)c1cnc(SCc2ccc(C(C)(C)C)cc2)nc1N,i,0.67
COc1ccc(Nc2ccc(Cl)cc2)c(C(=O)O)c1,i,0.45
CCC(=O)OC1(C(=O)CCl)[C@@H](C)C[C@H]2[C@@H]3CCC4=CC(=O)C=C[C@]4(C)[C@@]3(F)[C@@H](O)C[C@@]21C (stereo not given in full),i,/
CS(=O)(=O)N(CC(=O)Nc1ccccc1Br)Cc1ccccc1,i,-1.6
CC(C)(C)c1ccc(C(=O)Nc2ccc3c(c2)C(=O)NC3=O)cc1,i,-1.1
Cc1ccc(-c2cc(-c3ccccc3)nc(Cl)n2)cc1,i,1
CN(c1ccccc1)c1nc(N2CCCC2)nc(-n2ccnc2)n1,i,-1.8
CC1=NN(C(=O)c2ccccc2F)C(O)(c2ccc(Cl)cc2)C1 (stereo not given),i,-0.88
COc1ccc(CCNC(=O)Cc2ccc(OC)c(OC)c2)cc1OC,i,-1.6
COC(=O)c1ccc(NS(=O)(=O)c2ccccc2)o1,i,0.36
O=C(c1cc2ccccc2c(=O)o1)N1CCc2ccccc2C1,i,-1.8
CCCNC(=O)Nc1ccc(C(F)(F)F)cc1,i,-0.52
CCOC(=O)C1CCCN(C(=S)Nc2cccc(Cl)c2)C1 (stereo not given),i,-1.4
Nc1cc(=O)[nH]c(SCC(=O)c2ccc(F)cc2)n1,i,-0.04
Cc1ccc(Oc2nc(-c3ccccc3)ncc2S(=O)(=O)c2ccc(C)cc2)cc1,i,0.3
S=c1[nH]nc(-c2cc3c(s2)-c2ccccc2CC3)o1,i,2.2
CC12CC(NC(=O)N1c1cccc(C(=O)NCc3ccccn3)c1)c1ccccc1O2 (stereo not given),i,0.89
O=C(Nc1nnc(-c2ccccc2SCc2ccccc2)s1)Nc1ccccc1F,i,0.28
O=C(NC1CCCCCC1)C1CCCN(S(=O)(=O)c2cnc[nH]2)C1 (stereo not given),i,2.3
O=C(CNC(=O)c1ccncc1)N/N=C/c1ccccn1,i,-0.71
Cc1ccc(C(=O)NCC(=O)N2CCc3ccccc3C2)cc1C,i,2.3
O=C(Cn1nc(-c2ccco2)ccc1=O)Nc1ccc(Br)cc1,i,0.29
COc1ccccc1CNC(=O)C1=C(C)C(=O)OC12CCC(C)CC2 (stereo not given),i,0
O=C(CSc1nc2ccccc2[nH]1)Nc1ccc2c(c1)CCC2,i,-0.08
O=C(CSc1nnc(-c2ccccc2)n1-c1ccc(Cl)cc1)NNC(=S)Nc1ccccc1,i,-1.3
CCOc1ccc(NC(=S)Nc2ccc(OCc3ccccc3)cc2)cc1,i,2.1
CCC(=O)Nc1ccc2c(c1)ncn2-c1ccccc1,i,0
O=C(Nc1ccon1)C(Sc1ccccc1)c1ccccc1 (stereo not given),i,-0.69
CCOC(=O)/C(=C/c1ccc(Cl)cc1)NC(=O)c1ccco1,i,0.49
N=c1n(Cc2ccccc2Cl)c2ccccc2n1CC(O)c1ccco1 (stereo not given),i,-5.2*
CCn1c(=S)sc2c(=O)n(CC(=O)Nc3cccc(Br)c3)c(C)nc21,i,0.61
Cc1nn(C)c(Cl)c1C(=O)NCC(=O)Nc1ccc(C(C)C)cc1,i,2.2
[S-]c1nnc(-c2ccc(Br)cc2)n1-c1ccccc1.[Zn+2],i,1
N/C(=N/O)C(c1ccccc1)c1ccccc1,i,-0.96
Cc1cccc2sc(NNC(=O)c3cc(-c4cccs4)nc4ccccc34)nc12,i,-0.71
CCCCCn1nc(C)c(/C=N/NC(=O)c2ccoc2C)c1C,i,0.65
COc1ccc2c(c1)-c1nc(NC(=O)c3cccs3)sc1CC2,i,0.7
CCOC(=O)c1c(NC(=S)N2CCOCC2)sc2c1CCN(C(=O)OCC)C2,i,-0.04
